Screening results: PubChem BioAssay, several laboratories
Large T inhibition: TAg ATPase/helicase activity blockers – biochemical (AID 1903). SV40 large T antigen ATPase/helicase inhibition assay; higher % means a stronger effect. inhibition, % at 20 µM; hits with a dose series show IC50 in µM. 0.39% of 310,000 active; in the data active = a potency from the dose series; inconclusive = inhibition mostly from about 32% at the one dose, without a potency; inactive = the rest, 99 in 100 with inhibition below about 32%; also: strong numbers were not always called active
MgcRacGAP inhibition: MgcRacGAP GTPase-activating activity inhibitors, confirmation, biochemical, ADP Hunter fluorescence | AID 624330 | 0.6% of 340,000 active | MgcRacGAP-stimulated Rac1 GTP hydrolysis, ADP Hunter fluorescence; higher % means a stronger effect; GST-tagged Rac1 F28L mutant substrate | inhibition, % at 30 µM; hits with a dose series show IC50 in µM;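 active = first-screen hits whose inhibition reached a set limit at any dose in the follow-up dose series; inconclusive = inhibition above the set first-screen limit but never retested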;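 also: fluorescence reports GDP produced by GAP-driven GTP hydrolysis; strong numbers were not always called active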
RSV CPE inhibition: RSV antiviral activity via CPE protection, HEp-2 cells, primary 10 µM value included (AID 2391); one-dose CPE inhibition, % at 10 µM; IC50 in µM for titrated hits; HEp-2 cells, RSV-induced CPE inhibition; higher % means a stronger effect; 0.13% of 310,000 active; in the data active = a potency from the dose series; inconclusive = CPE inhibition mostly from about 23% at the one dose, without a potency; inactive = the rest, 99 in 100 with CPE inhibition below about 21%; also: strong numbers were not always called active
UTI89 phage lysis: inhibition of K1F phage lysis, E. coli UTI89, bacterial capsule biogenesis inhibitors, alamar blue (AID 488966); E. coli UTI89 K1F phage lysis, alamar blue, 2 h; higher % means a stronger effect; one-dose inhibition, % at 100 µM; IC50 in µM for titrated hits; 0.02% of 340,000 active;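 active = phage lysis inhibition, versus mean bacterial control, above a set limit; inconclusive = no clear call, values can overlap the other calls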;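 also: capsule biogenesis inhibitors block K1F phage lysis so surviving cells raise fluorescence; higher fluorescence means more inhibition of phage lysis; actives were called in the ten point dose series up to 300 µM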
Myeloid diff 2: promotes myeloid progenitor differentiation | ER-HoxA9 myeloid progenitors, lysozyme-GFP differentiation, flow cytometry | calls only at 10 µM | 1% of 360,000 active;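 active = normalized GFP-positive differentiation at or above the plate's own cutoff, the solvent-only control mean plus 3 SD; inconclusive = no clear call, values can overlap the other calls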;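 also: cells exposed to compound for four days before flow analysis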
NTR1 agonist: agonists of NTR1, primary screen, imaging, U2OS cells, beta-arrestin-GFP, high content (AID 493036); NTR1-U2OS beta-arrestin-GFP spot imaging, agonist mode; activation, % at 20 µM; 0.17% of 330,000 active;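 active = activation at or above 40% of the spot to cytoplasm intensity ratio, with at least 20 cells analyzed; inconclusive = wells under 20 cells, flagged as cytotoxic or low count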;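 also: 0% = DMSO without peptide and 100% = 100 nM NTR1 peptide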
Target sequence (P30989 whole entry, looked up): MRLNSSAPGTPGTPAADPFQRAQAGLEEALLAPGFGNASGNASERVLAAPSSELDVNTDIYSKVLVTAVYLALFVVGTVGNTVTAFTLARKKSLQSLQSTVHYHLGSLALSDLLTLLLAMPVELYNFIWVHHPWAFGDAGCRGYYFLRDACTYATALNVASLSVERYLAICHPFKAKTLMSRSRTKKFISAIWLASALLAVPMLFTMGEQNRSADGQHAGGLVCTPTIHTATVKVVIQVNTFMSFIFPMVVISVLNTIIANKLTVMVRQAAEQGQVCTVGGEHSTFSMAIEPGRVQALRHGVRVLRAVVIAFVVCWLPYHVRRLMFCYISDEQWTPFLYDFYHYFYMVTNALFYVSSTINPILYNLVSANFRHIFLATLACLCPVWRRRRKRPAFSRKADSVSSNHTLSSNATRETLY
Salmonella PhoP GFP: inhibitors of PhoP regulon expression, primary screen, Salmonella Typhimurium, GFP reporter (AID 1863); S. Typhimurium PhoP-regulated promoter GFP reporter, 4 h; higher % means a stronger effect; one-dose inhibition, % at 50 µM; IC50 in µM for titrated hits; 0.16% of 300,000 active;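 active = inhibition over 29.93%, a cutoff 3 SD above the screen mean, later confirmed by dose response; inconclusive = inhibition over 29.93% but no dose response follow-up; inactive = inhibition at most 29.93% or unconfirmed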;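 also: 0% = low Mg2+ inducing control and 100% = high Mg2+ repressing control; strong numbers were not always called active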
T cell modulator: T cell immune modulation candidate | 2C CD8+ T cell-vesicle binding, flow cytometry; stronger effect = lower value | calls only at 7 µM | 0.068% of 330,000 active | AID 2052;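 active = response, share of CD8 T cells binding vesicles, and their 90th percentile fluorescence all below set limits, cut at about 80% in these data, passing the limit was not always enough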
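System: murine 2C transgenic CD8+ T lymphocytes; also added: QL9-loaded Drosophila micro-vesicles; times: binding 1.5 h at 37 °C; measured by: flow cytometry, PE anti-B7-1 (FL2) versus Alexa647 anti-CD8 (FL8), PFA-fixed; control set: Peptide-free naked vesicles (low) and QL9 vesicles with 0.7% DMSO vehicle (high)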
TNAP activators: human TNAP enzyme activators, primary screen, biochemical, luminescent, no phosphate acceptor, uHTS (AID 1001). purified TNAP, luminescent activation assay, no phosphate acceptor; higher activation fold means a stronger effect. activation fold at 20 µM; hits with a dose series show EC50 in µM. 0.03% of 200,000 active; in the data active = activation fold from about 3, or a potency from the dose series; inactive = the rest, 99 in 100 with activation fold below about 1.6; also: many of its hits are not listed in these tables
T cell modulator vesicle-bound %: further read-out of T cell modulator, marked with its call; double positive events, %; measured here: CD8+ vesicle-bound cell fraction;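 binding gate set so that unloaded-vesicle control wells show 10% double positive cells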
NTR1 agonist cell count 20 µM: recorded beside NTR1 agonist, whose call it bears; cell count; measured here: cell count, cytotoxicity flag
Myeloid diff 2 GFP+ MAC1+ %: further read-out of Myeloid diff 2, marked with its call; GFP+ MAC1+ double positive, %; measured here: differentiation confirmed by MAC1 staining
Starred values were filed as active, the others as inactive; i = inactive; ? = inconclusive; / = not tested or not shown; + = active, no number; [ ] = remark or other dose.

The line under a structure holds: Large T inhibition	MgcRacGAP inhibition	RSV CPE inhibition	UTI89 phage lysis	Myeloid diff 2	Myeloid diff 2 GFP+ MAC1+ %	NTR1 agonist	NTR1 agonist cell count 20 µM	Salmonella PhoP GFP	T cell modulator	T cell modulator vesicle-bound %	TNAP activators
(1) Cc1csc2nc(COC(=O)CNC(=O)c3ccc(Cl)cc3)cc(=O)n12
  /	3%	1.5%	0.7%[50 µM]	i	0.3	-1.0	86	/	i	14	/
(2) CC(=O)c1ccc(NC(=O)CN2CCCCCC2)cc1
  6%	-4%	1.9%	-1.0%	i	0.4	0.7	42	13%	i	26	/
(3) CCC(C)(C)C1CCC(=NNc2nc3ccccc3[nH]2)CC1 (stereo not given)
  14%	2%	2.7%	0.6%	i	0.3	2.5	98	-3%	i	47	0.7
(4) Cc1ccc2nc3c(cc2c1)CN(Cc1ccco1)C(=NCC1CCCO1)S3 (stereo not given)
  31%	10%	0.6%	14%	i	2.3	23	70	4%	i	20	1.1
(5) CCCc1nnc2n1N=C(c1ccc(C)cc1)CS2
  14%	10%	3.3%	0.5%	i	1.2	-0.5	69	5%	i	28	/
(6) Cc1[nH]c(=O)[nH]c1C(=O)CCCCC(=O)O
  18%	-8%	-0.1%	-0.3%[50 µM]	i	2.8	1.6	58	-14%	i	46	1.1
(7) O=C(O)CCN1C(=O)c2ccc(NC(=O)CSc3ccc(Cl)cc3)cc2C1=O
  7%	16%	0.2%	-0.8%	i	0.8	-0.3	72	8%	i	52	/
(8) Cc1ccc(S(=O)(=O)c2ccccc2)cc1S
  12%	/	4.0%	/	/	/	-1.9	39	-5%	i	11	1.1
(9) Cc1ccc(S(=O)(=O)N2CCN(C(=O)CN3C(=O)NC(C)(c4ccc(Cl)cc4)C3=O)CC2)c(C)c1 (stereo not given)
  /	1%	/	1.0%	i	1.0	2.8	55	/	i	44	/
(10) CCCOc1ccc(S(=O)(=O)N2CCN(C)CC2)c2ccccc12
  1%	-2%	4.2%	0.0%	/	/	2.1	34	-1%	i	11	/
(11) COc1ccccc1OCc1ccc(C(=O)NC2CCCCC2)o1
  21%	4%	12%	-0.1%	i	0.6	1.0	50	5%	i	52	/
(12) CC(C)N1CCc2c(sc(NC(=S)NC(=O)c3ccccc3)c2C#N)C1
  11%	15%	-0.6%	0.4%	+	6.6*	-3.2	92	-16%	i	59	0.8
(13) COc1ccc(/C=C2\SC(=O)N(CCNC(=O)Cc3coc4cc(C)ccc34)C2=O)cc1OC
  14%	12%	22%	0.2%	i	0.7	3.3	85	-10%	i	49	1
(14) CCN(C(=O)COC(=O)/C=C/c1cccc([N+](=O)[O-])c1)c1c(N)n(Cc2ccccc2)c(=O)[nH]c1=O
  /	-2%	-1.2%	1.5%[50 µM]	i	0.6	-1.9	67	/	i	17	/
(15) CC(=O)Nc1ccc(NC(=O)C2CCCN2C(=O)Nc2ccc(F)c([N+](=O)[O-])c2)cc1 (stereo not given)
  26%	-2%	-0.7%	2.5%[50 µM]	i	0.7	-3.0	48	-2%	i	43	1.1
(16) Cc1ccccc1NC(=O)CC(=O)c1ccccc1
  11%	10%	1.3%	0.5%	i	0.4	0.1	75	-4%	i	57	/
(17) C=CCn1c(SCC(=O)O)nnc1-c1cccc(Cl)c1
  8%	-7%	2.5%	-0.3%	i	0.5	0.6	60	-4%	i	60	1.1
(18) CCOc1ccc(C)cc1S(=O)(=O)NC1CCCCCC1
  28%	5%	4.1%	-0.1%	i	2.7	1.6	67	-8%	i	18	/
(19) O=C(Nc1cc(C(F)(F)F)ccc1-n1cncn1)c1ccc([N+](=O)[O-])o1
  9%	6%	8.6%	-1.6%[50 µM]	i	0.8	0.9	78	-6%	i	54	/
(20) O=c1c2ccccc2nc(/C=C/c2ccc(Cl)cc2)n1CCO
  -8%	5%	6.3%	-1.6%	i	0.2	1.4	61	12%	i	46	/
(21) CCOc1ccccc1NC(=O)c1cc(C(=O)Nc2ccccc2OCC)cc(N2C(=O)CCC2=O)c1
  1%	10%	0.6%	0.1%	i	0.6	1.4	88	9%	i	59	1.1
(22) CCn1c(COc2ccc(C(C)C)cc2)nnc1SCC(=O)Nc1nccs1
  6%	3%	0.2%	0.2%	i	0.9	-2.4	103	-4%	i	7	1
(23) Cc1ccc(OCC(=O)O/N=C(\N)c2cccc([N+](=O)[O-])c2)cc1C
  7%	-1%	0.9%	-0.5%	i	0.8	0.4	46	-7%	i	35	/
(24) CCOc1ccc(S(=O)(=O)Nc2ccc(C(=O)N(C)CC(=O)Nc3ccc(OC)cc3)cc2)cc1
  7%	7%	5.1%	0.5%[50 µM]	i	1.4	0.2	87	-2%	i	45	/
(25) Cc1nc(-c2ccccn2)nc(N(C)c2ccccc2)c1Cl
  6%	7%	2.9%	0.4%	i	0.2	2.0	68	4%	i	50	/
(26) CCOC(=O)C1(Cc2cccc(OC)c2)CCN(Cc2csc(C(C)=O)c2)CC1
  0%	9%	0.5%	0.2%	i	0.2	-0.1	42	6%	i	20	1
(27) COc1ccc(NC(=O)Cc2c(C(=O)O)n(C)c3ccccc23)cc1OC
  16%	5%	2.4%	-1.3%	i	0.4	-0.1	85	-5%	i	63	1
(28) CNCc1ccccc1Sc1ccc(OC)c(OC)c1
  8%	7%	-1.0%	0.7%	i	0.2	0.3	55	9%	i	1	1
(29) Cc1cc(=O)oc(C)c1C(=O)N[C@@H]1CCCCNC1=O
  3%	9%	0.7%	3.1%	i	0.8	-1.6	22	-6%	i	55	1.1
(30) COc1ccccc1N1CCN(C(=O)CCSCc2ccccc2F)CC1
  3%	2%	1.7%	1.7%	i	1.7	-0.1	71	3%	i	21	1.1
(31) CN(C)C(=O)c1cn(-c2ccc(Cl)cc2)c(=O)c2ccccc12
  5%	0%	-1.2%	-0.6%	i	0.0	-1.7	74	4%	i	6	1.2
(32) O=C(COC(=O)COc1ccc(Cl)cc1)NC1CC1
  /	3%	2.1%	-0.5%	i	1.0	0.4	58	/	i	37	/
(33) O=C(CC1SC(N2CCCC2)=NC1=O)Nc1ccc(C(=O)N2CCN(c3cccc(Cl)c3)CC2)cc1 (stereo not given)
  13%	7%	?	-0.6%[50 µM]	i	0.9	3.9	66	-1%	i	36	/
(34) Cc1ccc(-n2ncc3c(=O)[nH]c(SCC(=O)N4CCN(c5ccccc5)CC4)nc32)cc1
  5%	3%	0.6%	2.3%	i	0.6	4.0	53	1%	i	34	1
(35) COc1cc(OC)c(OC)cc1CN1CCCC(C(=O)c2ccc3c(c2)OCO3)C1 (stereo not given)
  12%	7%	0.8%	0.1%	i	0.4	-0.5	77	18%	i	57	1
(36) Cc1ccc(C)c(NC(=O)C(OC(=O)c2cc[n+]([O-])cc2)c2ccccc2)c1 (stereo not given)
  /	5%	/	1.1%[50 µM]	i	1.5	1.0	44	/	/	/	/
(37) Cc1ccc(NC(=O)Nc2ccc3c(c2)N(C)C(=O)CS3)nc1
  7%	6%	-0.4%	0.3%	i	3.0	-0.2	48	2%	i	45	1
(38) CC1(C)Cc2c(c(-c3ccccc3)nc(N3CCCC3)c2C(N)=O)CO1
  9%	6%	2.4%	-1.6%	i	0.6	1.6	63	-11%	i	56	1.1
(39) O=C1CSC(c2ccccn2)N1c1ccc(Br)cc1 (stereo not given)
  51%	2%	2.0%	0.3%	i	0.0	0.4	61	-2%	i	31	1.1
(40) COc1ccc(-c2cc(C(=O)NN)n(-c3ccccc3)n2)cc1
  0%	-1%	1.4%	2.0%	i	0.6	-0.6	37	13%	i	37	1
(41) O=C(Nc1ccc(S(=O)(=O)NCc2ccco2)cc1)c1cccc(F)c1
  28%	4%	0.3%	0.1%	i	0.6	-0.5	57	-3%	i	18	/
(42) Cc1nc(C(=O)O)sc1C1(C)CC(c2cccc([N+](=O)[O-])c2)=NO1 (stereo not given)
  16%	1%	0.6%	1.4%	i	1.6	0.0	72	/	/	/	/
(43) C/C(=N\Nc1ccccc1C(=O)O)c1ccncc1
  14%	-1%	3.9%	-2.0%	/	/	-1.4	64	-2%	i	28	/
(44) C/C=C/c1ccc(OCCN2CCc3ccccc3C2)c(OC)c1
  7%	18%	12%	0.6%	i	0.4	-1.2	85	2%	i	58	1.1
(45) N#CCC(=O)N1CCCCCC1
  4%	5%	3.9%	0.2%	i	0.4	-1.9	70	-5%	i	16	1.1
(46) CCn1c(Cn2nnc(-c3ccccc3)n2)nnc1SCC(=O)N1CCOCC1
  2%	-5%	1.0%	-0.2%	i	0.9	-0.8	80	-8%	i	50	1.1
(47) CC(=O)Nc1cccc2c1C(=O)N(c1cccc(OC(C)=O)c1)C2=O
  1%	-17%	7.5%	i	i	0.0	0.1	52	-4%	i	39	1.1
(48) CCOc1ccc(NC(=O)CNS(=O)(=O)c2c(C)cc(C)cc2C)cc1
  4%	9%	3.4%	-0.1%	i	0.5	-0.4	60	4%	i	67	/

The order is random. Share with any hit: about 2.3%.
